Screens from PubChem.
697 NFkB inh: lowers PMA/ionomycin-induced NF-kB signal in 697 B cells; 697 B-cell NF-kB luciferase reporter, 16 h; inhibition, % at 4 µM; 330,000 compounds, 0.33% hits; AID 435022; in the data active = inhibition above about 35%
Apaf-1 inh: human Apaf-1 inhibition; O14727; reconstituted apoptosome caspase-3 activity, DEVD-Rh110 fluorescence; inhibition, % at 20 µM; 330,000 compounds, 0.71% hits; AID 489030; active = inhibition of at least 40% at 20 µM;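 also: plate controls were DMSO wells for no effect and DEVD-CHO caspase inhibitor wells for full effect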
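Material: reconstituted apoptosome with Apaf-1, cytochrome c, caspase-9, procaspase-3, dATP / Buffer or medium: pH 7.5 Hepes buffer with CHAPS, BSA, DTT / Also added: cytochrome c with DEVD-Rh110 / Schedule: compound with Apaf-1, dATP, procaspase-3 30 min, then 50 min reaction, room temperature / Technique: rhodamine 110 fluorescence at Ex 480/Em 540 nm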
EBI2 block: antagonists of human EBI2 receptor | P32249 | EBI2 beta-arrestin recruitment, luminescence, 7a,25-OHC stimulated | inhibition, % at 5 µM | 360,000 compounds, 0.81% hits | AID 651636; in the data active = inhibition above about 38%;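 also: enzyme fragment complementation signal reports receptor beta-arrestin coupling in cells; 0% = agonist plus DMSO wells and 100% = wells without agonist; some results beyond the cut were filed as inactive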
Target sequence (P32249 whole entry, looked up, the tested form may be a part): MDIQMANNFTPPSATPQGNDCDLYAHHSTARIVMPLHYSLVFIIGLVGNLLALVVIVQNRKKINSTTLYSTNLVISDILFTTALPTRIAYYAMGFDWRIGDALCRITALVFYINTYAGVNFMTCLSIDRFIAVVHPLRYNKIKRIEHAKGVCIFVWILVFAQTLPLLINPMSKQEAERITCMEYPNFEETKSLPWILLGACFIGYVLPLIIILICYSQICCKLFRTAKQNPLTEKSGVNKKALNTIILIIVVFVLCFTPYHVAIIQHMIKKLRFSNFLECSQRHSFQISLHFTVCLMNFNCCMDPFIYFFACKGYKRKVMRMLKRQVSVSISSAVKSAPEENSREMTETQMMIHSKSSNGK
CCR6 antag: antagonists of human CCR6 receptor; P51684; CHO-K1 CCR6 PathHunter beta-arrestin, luminescence, CCL20-stimulated; inhibition, % at 20 µM; 340,000 compounds, 0.49% hits; AID 493098;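 active = compounds whose inhibition of the agonist-driven luminescence signal at 20 µM reaches about 50%, limit read from the data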;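 also: cells stimulated with CCL20 at 14 nM final; plate controls were DMSO with CCL20 for no effect and DMSO without agonist for full effect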
SENP8 inh: SENP8 protease inhibition | inhibition, % at 10 µM | 330,000 compounds, 1.2% hits | purified SENP8, Z-RLRGG-aminoluciferin cleavage, luminescence
Target sequence (Q96LD8 whole entry, looked up): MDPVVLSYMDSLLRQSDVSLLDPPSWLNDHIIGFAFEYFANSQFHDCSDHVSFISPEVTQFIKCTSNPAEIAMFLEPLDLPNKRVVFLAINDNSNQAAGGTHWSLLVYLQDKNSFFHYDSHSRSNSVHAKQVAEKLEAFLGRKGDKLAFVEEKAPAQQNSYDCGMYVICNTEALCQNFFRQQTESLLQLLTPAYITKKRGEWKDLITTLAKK
Jurkat NFkB inh: lowers PMA/ionomycin-induced NF-kB signal in Jurkat cells | 330,000 compounds, 0.53% hits | inhibition, % at 4 µM | PMA/ionomycin-induced NF-kB luciferase reporter, luminescence
Gli-Sufu antag: antagonists of Gli-Sufu signaling; Sufu-KO-LIGHT fibroblasts, Gli luciferase reporter luminescence; inhibition, % at 5 µM; 340,000 compounds, 0.74% hits; AID 588413;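 active = inhibition above about 55%, limit read from the data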;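 also: 0% = DMSO-treated cells and 100% = wells with medium but no cells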
UBC13 polyUb: human UBC13 polyubiquitination inhibition. 330,000 compounds, 0.47% hits. inhibition, % at 20 µM. AID 485273. P61088. UBC13 polyubiquitin chain formation, TR-FRET; in the data active = inhibition above about 45%, passing the limit was not always enough
Target sequence (P61088 whole entry, looked up): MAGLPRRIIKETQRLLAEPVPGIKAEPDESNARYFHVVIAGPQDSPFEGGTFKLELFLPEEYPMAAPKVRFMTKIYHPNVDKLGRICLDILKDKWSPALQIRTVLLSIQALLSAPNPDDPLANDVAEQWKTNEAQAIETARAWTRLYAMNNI
Active calls of the source: *. Rule as the data show it, unless noted: active = inhibition above about 50%; inactive = the rest.

mol | 697 NFkB inh | Apaf-1 inh | EBI2 block | CCR6 antag | SENP8 inh | Jurkat NFkB inh | Gli-Sufu antag | UBC13 polyUb
C[C@@H]1COC(=O)[C@H](Cc2ccc(F)cc2)CC/C=C/C[C@@H](CC(=O)N[C@@H](CO)Cc2ccccc2)C(=O)N1 | 17 | 10 | 4 | 15 | 15 | 8 | -1 | 5
Cc1cc(C)n(CC(=O)NNC(=O)COc2ccc(Cl)cc2Cl)n1 | 18 | -8 | -13 | 0 | -2 | 20 | 3 | -12
Cc1nc2c(C(=O)NCc3ccco3)cnn2c(C)c1Cc1ccc(F)cc1Cl | -6 | 12 | 20 | 25 | -1 | 8 | 8 | 12
COc1ccc(NC(=O)CN2C(=O)NC3(CCCCC3C)C2=O)cc1S(=O)(=O)N1CCOCC1 (stereo not drawn) | 14 | -5 | 1 | 4 | 1 | 12 | 0 | 13
COc1cccc(/C=N/NC(=O)c2ccc(N(C)S(=O)(=O)c3ccccc3)cc2)c1OC | 16 | -12 | 6 | 4 | -3 | 2 | -2 | -1
O=C(NCc1ccccn1)C(=O)NN=C1CCCCCCC1 | 19 | -4 | -13 | 11 | -1 | -2 | 0 | 1
NC(=O)NC(CC(=O)NNC(=O)c1cccs1)c1ccc(Cl)cc1 (stereo not drawn) | -1 | 0 | -8 | -3 | 0 | 7 | 7 | -8
CCN(Cc1ccccc1)S(=O)(=O)c1ccc(S(=O)(=O)N2CCN(CCC#N)CC2)cc1 | 0 | -4 | -1 | 7 | 3 | 9 | -4 | 10
CN(C)C(=O)C1OC(C)(C)OC1C(=O)N(C)C (stereo not drawn) | 12 | -7 | -9 | 0 | 6 | 6 | 0 | 1
CC1=CC(C)(C)N(C(=O)CSc2nncn2C)c2ccccc21 | 13 | -18 | 5 | 2 | 1 | 4 | 3 | -1
Cc1ccc(N=C2CSC(=O)N2)cc1 | -7 | -8 | -6 | 7 | 2 | 1 | 12 | 8
COc1ccc(-c2[nH]ncc2CN2CCSCC2)c(OC)c1 | -11 | 1 | 5 | -10 | -4 | 2 | -3 | 6
C/C(=N\NC(N)=S)c1ccncc1 | 18 | -8 | 1 | -3 | -4 | -3 | 0 | 0
COc1ccc(CN2CCNC(=O)C2CC(=O)NCCCC2CCCC2)c(C)c1C (stereo not drawn) | 7 | 20 | -5 | -2 | 3 | -2 | 9 | 2
NS(=O)(=O)c1ccc(NC(=O)CCC2CCCCC2)cc1 | -4 | -2 | -3 | 3 | -2 | -4 | -3 | 2
COc1cc(NC(=O)C(C)Oc2ccccc2)c(C(=O)O)cc1OC (stereo not drawn) | -1 | 0 | -6 | 3 | 0 | -1 | 2 | 7
CN(Cc1ccccc1)CC(O)COc1ccc(CNCc2cc3ccccc3s2)cc1 (stereo not drawn) | -7 | 20 | 21 | 11 | -12 | 15 | 20 | 11
O=C(NC1CCCC1)C(=O)c1c[nH]c2ccccc12 | 3 | 2 | 3 | -3 | 1 | -40 | -28 | 0
CCC(=O)c1cc(F)ccc1OCC(=O)N1CCN(c2ccc(F)cc2)CC1 | 1 | 16 | 6 | 30 | -7 | 2 | 12 | -1
CN1CCC(=NNC(=O)C(=O)NC2CCCCC2)CC1 | 9 | -11 | -9 | 15 | -2 | 9 | -2 | 5
Cc1cccc(N2CCN(C(=O)c3cccc(S(=O)(=O)N4CCOCC4)c3)CC2)c1C | -13 | 5 | -1 | 5 | -2 | 13 | 5 | -1
Cn1nc(CC(=O)N2CCN(c3ccccc3)CC2)c2ccccc2c1=O | 6 | 0 | 18 | 2 | 10 | 6 | 8 | -2
Cn1c(SCc2cccnc2)nc2c(c1=O)SCC2 | 22 | -10 | -8 | 2 | 2 | 1 | -2 | 18
O=C(CN(Cc1ccc(F)cc1)C(=O)CNS(=O)(=O)c1ccccc1)NCC1CCCO1 (stereo not drawn) | -11 | 4 | 0 | 1 | 4 | -31 | 2 | -7
Cc1ccc(C(=O)OCC(=O)Nc2ccccc2C(F)(F)F)cc1S(=O)(=O)N1CCCCC1 | 14 | 20 | 15 | 5 | 9 | 6 | -1 | -3
FC(F)(F)c1cc(-c2ccccc2)nc(N2CCCCC2)n1 | 9 | 0 | -1 | -1 | -4 | 3 | 2 | 40
CN(NC1OC(=O)c2ccccc21)c1ncc(Cl)cc1C(F)(F)F (stereo not drawn) | 9 | -13 | 3 | -3 | -7 | -16 | -18 | -10
Cc1cc(F)ccc1S(=O)(=O)NCC(c1cccnc1)N1CCc2ccccc21 (stereo not drawn) | -19 | 20 | 3 | 13 | -1 | -5 | 16 | 1
CC(=O)Nc1ccc(NC(=O)Cn2cnc3c(nnn3Cc3ccc(F)cc3)c2=O)cc1 | -14 | 6 | -5 | 10 | 5 | -8 | -16 | 0
Cc1ccc(S(=O)(=O)C2(C(=O)Nc3ccc4c(c3)OCO4)CC2)cc1 | -6 | 4 | 1 | 11 | 4 | 10 | 4 | -5
O=C(COCc1cc(-c2ccc3c(c2)OCO3)on1)N1CCN(c2ccccc2)CC1 | -7 | 24 | 4 | 6 | -2 | 7 | 4 | -3
O=C(CCCN1C(=O)NC2(CCCC2)C1=O)NCc1ccccc1 | 21 | -1 | -6 | 11 | -3 | 2 | 2 | 1
CC(=O)c1cccc(NC(=O)CC2SC(N3CCCCC3)=NC2=O)c1 (stereo not drawn) | 7 | -21 | -7 | -5 | -3 | -7 | -10 | 1
CCOC(=O)C(C#N)=C1CCN(Cc2ccccc2)CC1 | -23 | 15 | -12 | -10 | -10 | -12 | 4 | -13
NC(=O)c1ccc(NC(=O)COC(=O)/C=C/c2ccc(Br)o2)cc1 | -1 | 1 | -7 | 8 | -5 | -61 | -7 | 0
O=C(Cn1nnc(-c2cccs2)n1)N1c2ccccc2Sc2ccc(C(F)(F)F)cc21 | -24 | 32 | 3 | 3 | 6 | -1 | 4 | -10
COCCn1c(SCC(=O)Nc2ccc(Cl)cn2)nnc1-c1ccncc1 | -24 | -4 | -6 | 6 | 0 | -11 | 30 | -8
CCCCn1c(N)c(N(CCC(C)C)C(=O)c2cc(-c3ccco3)nc3ccccc23)c(=O)[nH]c1=O | 5 | -5 | -1 | 2 | 2 | -8 | 13 | -3
O=C(CCc1ccccc1)Nc1nccs1 | -11 | -14 | -1 | 1 | -7 | -21 | -8 | -1
CN(C)N=Nc1nc2c(c(=O)n(C)c(=O)n2C)n1CC1CO1 (stereo not drawn) | 1 | -4 | -7 | 0 | 2 | 27 | 0 | -4
O=C(O)c1cccc(NC(=S)NC(=O)c2cccc(OCc3ccccc3)c2)c1 | -40 | 10 | -6 | 31 | 34 | 7 | -10 | -5
CCOCCCNC(=S)N1CCN(Cc2ccc3c(c2)OCO3)CC1 | 11 | 0 | -14 | 10 | -4 | 2 | 4 | 6
OC(c1nnc(-c2ccccc2)o1)c1cccs1 (stereo not drawn) | -25 | -5 | -5 | -4 | -3 | -22 | -34 | 7
CC(C)(C)SC(=O)CC1NS(=O)(=O)OCC1NC(=O)OCC(Cl)(Cl)Cl (stereo not drawn) | -15 | 6 | 1 | 14 | -7 | -2 | -7 | 5
CCC1C(=O)Nc2ccccc2N1C(=O)c1ccc(Cl)nc1 (stereo not drawn) | 12 | 0 | -3 | 14 | -2 | -3 | 4 | -7
CC1(C)CC(=O)C(Sc2nnc(-c3ccc(NS(C)(=O)=O)cc3)n2Cc2ccco2)C(=O)C1 | 13 | -12 | -9 | -11 | -6 | 9 | 4 | 3
COc1ccc2sc(N(CCN(C)C)C(=O)/C=C/c3cccs3)nc2c1 | 10 | -9 | 2 | 16 | -1 | -2 | 13 | -6
Cc1ccc(S(=O)(=O)Nc2cc(-c3nn(C)c(=O)c4ccccc34)ccc2N2CCOCC2)cc1 | 25 | 14 | 6 | -3 | -1 | 26 | 12 | 20

Some of these compounds in order of heavy-atom count, descending:
mol | 697 NFkB inh | Apaf-1 inh | EBI2 block | CCR6 antag | SENP8 inh | Jurkat NFkB inh | Gli-Sufu antag | UBC13 polyUb
COc1ccc(NC(=O)CN2C(=O)NC3(CCCCC3C)C2=O)cc1S(=O)(=O)N1CCOCC1 (stereo not drawn) | 14 | -5 | 1 | 4 | 1 | 12 | 0 | 13
CN(Cc1ccccc1)CC(O)COc1ccc(CNCc2cc3ccccc3s2)cc1 (stereo not drawn) | -7 | 20 | 21 | 11 | -12 | 15 | 20 | 11
Cc1cccc(N2CCN(C(=O)c3cccc(S(=O)(=O)N4CCOCC4)c3)CC2)c1C | -13 | 5 | -1 | 5 | -2 | 13 | 5 | -1
COc1ccc(CN2CCNC(=O)C2CC(=O)NCCCC2CCCC2)c(C)c1C (stereo not drawn) | 7 | 20 | -5 | -2 | 3 | -2 | 9 | 2
COCCn1c(SCC(=O)Nc2ccc(Cl)cn2)nnc1-c1ccncc1 | -24 | -4 | -6 | 6 | 0 | -11 | 30 | -8
COc1cc(NC(=O)C(C)Oc2ccccc2)c(C(=O)O)cc1OC (stereo not drawn) | -1 | 0 | -6 | 3 | 0 | -1 | 2 | 7
O=C(CCCN1C(=O)NC2(CCCC2)C1=O)NCc1ccccc1 | 21 | -1 | -6 | 11 | -3 | 2 | 2 | 1
CC1=CC(C)(C)N(C(=O)CSc2nncn2C)c2ccccc21 | 13 | -18 | 5 | 2 | 1 | 4 | 3 | -1
FC(F)(F)c1cc(-c2ccccc2)nc(N2CCCCC2)n1 | 9 | 0 | -1 | -1 | -4 | 3 | 2 | 40
CCOC(=O)C(C#N)=C1CCN(Cc2ccccc2)CC1 | -23 | 15 | -12 | -10 | -10 | -12 | 4 | -13
CN1CCC(=NNC(=O)C(=O)NC2CCCCC2)CC1 | 9 | -11 | -9 | 15 | -2 | 9 | -2 | 5
O=C(CCc1ccccc1)Nc1nccs1 | -11 | -14 | -1 | 1 | -7 | -21 | -8 | -1

(cont.)
mol | 697 NFkB inh | Apaf-1 inh | EBI2 block | CCR6 antag | SENP8 inh | Jurkat NFkB inh | Gli-Sufu antag | UBC13 polyUb
CCOC(=O)c1c(C)noc1CP(=O)(c1ccccc1)c1ccccc1 | -24 | 8 | 9 | -8 | -4 | -2 | 7 | -9
Clc1ccc(OCCn2cnc(Cl)c2Cl)cc1 | 12 | 14 | -3 | 20 | -2 | 2 | 5 | -10
Cc1ccc(N2C(=O)C(CN3CCOCC3)C2c2ccccc2)cc1 (stereo not drawn) | -24 | -5 | -3 | 22 | -10 | -6 | 11 | -24
O=C(O)c1nn(CC(=O)N2CCCCCC2)c(=O)c2ccccc12 | -12 | -9 | 1 | 3 | -7 | -9 | 6 | -11
COc1ccc(S(=O)(=O)NCC2CCCN(C(=O)CC3CCCC3)C2)cc1 (stereo not drawn) | 8 | 7 | -4 | -2 | -4 | 7 | -3 | -13
OC[C@H]1OC(O)[C@H](O)[C@@H]1O (stereo partly drawn) | -13 | -9 | -11 | 7 | 4 | -5 | 2 | -10
CCN(CC)S(=O)(=O)c1ccc(OC(C)C)nc1 | 4 | -20 | 3 | -12 | -4 | -7 | 2 | 6
COc1ccc(C(=O)NCC(=O)OCc2ccc(Br)cc2)cc1 | 18 | 0 | -5 | 6 | -1 | 0 | -15 | 2
Cc1cc(C)n2nc(SCc3nnc(-c4cccs4)o3)nc2n1 | -1 | -7 | -14 | -6 | 2 | -16 | -6 | -2
Cc1noc(NS(=O)(=O)c2ccc(NC(=O)c3ccc(N4C(=O)c5ccccc5C4=O)cc3)cc2)c1C | 13 | 20 | 3 | 18 | 11 | -6 | -5 | -8
Cc1ccc(S(=O)(=O)NCCCCCC(=O)Nc2cccc(C)c2)cc1 | 7 | 6 | 1 | 17 | -8 | 11 | -2 | -2
Cc1ccccc1NC(=O)C1(NC(=O)c2cccc(N3C(=O)CSC3c3ccccc3)c2)CCCCC1 (stereo not drawn) | -8 | 22 | 11 | 21 | -2 | -4 | 0 | 3
Cc1cccc(CCN(CC(=O)NC2CCCCC2)C(=O)c2csnn2)c1 | -3 | 14 | -7 | 12 | -16 | 7 | 3 | 3
Cc1ccccc1/C(N)=N/O | 6 | -5 | -12 | -2 | 2 | 17 | -12 | 7
CC(C)(C)n1nnnc1C(c1cccnc1)N1CCN(c2cccc(C(F)(F)F)c2)CC1 (stereo not drawn) | 12 | 9 | 3 | -3 | -8 | 3 | -8 | 0

Not all compounds are listed; count on the stated rates, not on these rows.
